High-throughput results deposited in PubChem BioAssay by National Center for Advancing Translational Sciences (NCATS).
KB-3-1 cytotox: kills parental KB-3-1 adenocarcinoma cells. hit rate 1.4% among 400,000. KB-3-1 viability, CellTiter-Glo ATP luminescence, 72 h. Potency, µM (titrated, usually from 46.1 µM), without a hit: at the top dose activity change, negative = cytotoxic, most hits filed as cytotoxic. AID 1347075; note: nearly all actives have a fitted effect of over 60% in size
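KB-3-1 cells, DMEM (no phenol red) + 10% FBS; compound by pin transfer, 72 h, 37 °C. Readout: CellTiter-Glo luminescence after 10 min. Data normalized, curve-fitted.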
KB-V1 cytotox: kills drug-selected multidrug resistant KB-V1 cells | KB-V1 MDR cells viability, CellTiter-Glo, 72 h | Potency, µM (highest dose often 46.1 µM), for the others: top-dose activity change, negative = cytotoxicity, usual class: cytotoxic | hit rate 3.4% among 400,000; note: nearly all actives have a fitted effect of over 60% in size
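Luminescent ATP read-out (CellTiter-Glo, 10 min) measures survival of drug-selected KB-V1 MDR cells after 72 h, 37 degrees C compound exposure. Medium: phenol-red-free DMEM, 10% FBS. Values from fitted concentration-response curves.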
ATXN2 expr inh: inhibitors of ATXN2 expression; HEK-293 ATXN2-luciferase reporter, luminescence, 24 h; Potency, µM (highest dose often 57 µM), without a hit: at the highest dose activity change, negative = inhibition, most hits filed as inhibitors; hit rate 0.72% among 360,000; note: nearly all actives have a fitted effect of over 55% in size
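qHTS (up to 57 uM final) was run with 24 h compound exposure of reporter cells at 37 °C. Each well was multiplexed: SteadyGlo luminescence measured ATXN2-luciferase expression after a fluorogenic Gly-Phe-AFC viability readout (25 uM final).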
Starred values were filed as active, the others as inactive; ? = inconclusive; [ ] = another dose, or the depositor's remark. Calls come from the whole dose curve; as a rule, active = well fitted curve in the direction sought with a large enough effect; inconclusive = small, poorly fitted or top-dose-only effect, or another doubt; inactive = no such curve, though single readings can be large; an effect the other way counts as inactive or inconclusive. % is set by controls: 0 for no effect and ±100 for the full control effect; potency is the fitted concentration of half-maximal effect. This is a subset. The share of hits here may be higher or lower than overall.

SMILES | KB-3-1 cytotox | KB-V1 cytotox | ATXN2 expr inh
O=C(Nc1nnc(N2CCCC2)s1)Nc1cc(F)ccc1F | 7% | 5% | 13%
CCCN1Cc2cccc(C(=O)Nc3ccccc3F)c2C1=O | 1% | -16% | -2%
CCn1cc(C(=O)N(C)Cc2ccccc2)c(=O)c2cc(S(=O)(=O)N3CCCCCC3)ccc21 | 0% | 0% | -3%
COc1ccc(NC(=O)c2sc3nc4c(cc3c2N)CN(Cc2ccccc2)CC4)cc1 | 4% | 27% | 15%
COc1ccc(C2C=C(c3ccc(Cl)cc3)Nc3nc(NC(=O)CCC(=O)O)nn32)cc1 (stereo not given) | -1% | 14% | 8%
CC1=Nc2cc(C(=O)NCCc3ccc(Cl)cc3)ccc2Sc2c(C)ccc(C)c21 | 2.6µM* | 1.6µM* | 11%
COc1ccc(NC(=O)C2CCCN(C(=O)c3cnn(-c4ccc(F)cc4)c3-n3cccc3)C2)cc1 (stereo not given) | 14% | -24% | -9%
CCSC1=NC2(CCN(C(=O)NC3CCCCC3)CC2)N=C1c1ccc(Cl)cc1 | ? | 29% | 10%
CC(=O)c1cccc(NC(=O)c2nc(-c3ccccc3)n(-c3cccc(Cl)c3)n2)c1 | -6% | 0% | -17%
COc1ccc(OC)c(S(=O)(=O)N2CCC(n3c(C)nc4cccnc43)CC2)c1 | -2% | 2% | -10%
O=C(NCc1cccs1)c1ccc2c(c1)N(Cc1cccc(F)c1)C(=O)c1ccccc1S2 | 0% | -7% | -9%
CSc1ncc(C(=O)NCc2ccc(F)cc2)c(-c2ccccc2)n1 | 0% | -10% | -15%
N#C/C(=C/c1ccc(O)cc1)c1nc(-c2ccc(-c3ccccc3)cc2)cs1 | -3% | ? | -21%
Cc1ccc(C)c(N2CCN(c3nc4ccccc4n4c(C)nnc34)CC2)c1 | -3% | ? | 0%
COc1ccc(CC(=O)N2CC(=O)Nc3ccc(F)cc3C2c2ccccc2)cc1 (stereo not given) | 1% | 12% | -8%
CCN(CC)C(=O)CN1C(=O)COc2ccc(S(=O)(=O)N3CCOCC3)cc21 | -2% | ? | -2%
CC(C)(C)OC(=O)N1CCC(c2nnc(SCc3ccccc3F)o2)CC1 | -5% | ? | -16%
Cn1c(=O)n(C)c2cc(N3CCCCC3)c(NC(=O)c3ccc(Cl)cc3)cc21 | 1% | ? | 1%
CCCNC(=O)c1cc2nc(-c3ccc(Br)cc3)cc(C(F)(F)F)n2n1 | 0% | -12% | -13%
CCCCNC(=O)CC1Nc2cc(C)c(C)cc2NC1=O (stereo not given) | -3% | 0% | 3%
CCOc1ccc(-c2cn3nc(CC(C)C)sc3n2)cc1 | -19% | 1% | 2%
CCCCNc1nc2c(c(=O)n(C)c(=O)n2C)n1CC(O)COc1ccccc1C (stereo not given) | -13% | -26% | -20%
Cc1c(NC(=O)Nc2ccc(Cl)c(Cl)c2)sc2nc3n(c(=O)c12)CCC(C)CC3 (stereo not given) | ? | 17% | 10%
Cc1ccc(-n2c(SCc3nc(-c4ccccc4C)no3)nnc2-c2ccncc2)cc1C | -7% | 12% | ?
Cc1ccc(-c2cnc(C3CC3)o2)cc1S(=O)(=O)Nc1cccc(C#N)c1 | 0% | ? | ?
CC(C)Nc1ccc(-c2nc(-c3ccco3)no2)cc1[N+](=O)[O-] | 6% | 5% | 42%[activator]
CCOc1ccc(NC(=O)CC2C(=O)N(c3ccccc3)C(=O)N2C2CCCC2)cc1 (stereo not given) | 0% | -22% | 8%
Fc1ccc(-c2noc3ncnc(NCc4cccc(Cl)c4)c23)cc1 | 5% | 3% | -12%
CCOc1ccccc1NC(=O)c1c(NCc2cccs2)sc2c1CCC(C)C2 (stereo not given) | -7% | 49% | 1%
COc1ccc(Nc2ncnc3scc(-c4ccc(F)cc4)c23)cc1 | -16% | ? | -5%
O=C(Nc1ccc(Cl)cc1)N1CCC(CN2CCCCCC2)CC1 | -2% | 9% | 8%
O=C(NCCc1csc(-c2cccc(F)c2)n1)C(=O)Nc1cc(F)ccc1F | 8% | 8% | -3%
COc1ccccc1NC(=O)Cn1c(=O)n(-c2ccc(C)cc2)c(=O)c2c1cnn2C | -1% | -11% | 0%
O=C(O)Cc1sc(Nc2ccc(C(=O)O)cc2)nc1-c1ccccc1 | 12% | 9% | 23%
Cc1cccc(C(=O)n2nc(-c3cccnc3)nc2NCc2ccc(F)cc2)c1 | -5% | 13% | -11%
CCc1ccc(C2CC(=O)Oc3c2c(=O)n(C)c2ccccc32)cc1 (stereo not given) | 4% | 3% | 12%
COc1cccc(C(=O)c2cn(CC(=O)Nc3cc(Cl)c(OC)cc3OC)c3nc(C)ccc3c2=O)c1 | 2% | -22% | -2%
CCN(CC)CCCNC(=O)Cn1ncc2c3ccccc3n(Cc3ccccc3)c2c1=O | 1% | 0% | -1%
Cc1cc(C)c(NC(=O)CSc2nc(C)cc(C)c2C#N)c(C)c1 | 14% | -22% | 4%
Cc1ccccc1Cn1c(COc2ccc(Cl)cc2)nc2ccccc21 | -13% | -1% | 13%
COc1cc(OC)cc(-c2nnc(SCC(=O)N3CCC(C)CC3)o2)c1 | 4% | 8% | -31%
Cc1c(NC(=O)Nc2cccc(C(F)(F)F)c2)sc2nc3n(c(=O)c12)CCC(C)CC3 (stereo not given) | 17% | 0% | -1%
COc1ccc(-c2nc3scc(CCNC(=O)Cc4ccc(F)cc4)n3n2)cc1 | ? | 9% | -15%
COc1ccc(NC(=O)Cn2cnc3ccc(S(=O)(=O)N4CCC(C)CC4)cc3c2=O)c(OC)c1 | 0% | 16% | 6%
CC(C)(C)c1ccccc1NC(=O)CSc1nc(-c2cccs2)cc(C(F)(F)F)n1 | -13% | 4% | 10%
Cc1ccc(-c2cc(-c3ccc4c(c3)NC(=O)CO4)nc3c2COc2ccccc2-3)cc1 | 0% | -15% | 4%
CCOc1ccc(NC(=O)c2oc3ccccc3c2NC(=O)C(C)(C)C)cc1 | 8% | 14% | 11%
CCOc1cccc(C2c3c(oc4cc(C)c(C)cc4c3=O)C(=O)N2c2nc(C)c(C)s2)c1 (stereo not given) | 11% | 9% | 10%
COc1ccccc1NC(=O)c1sc2nc(C)c(C(=O)Nc3ccc(Cl)cc3)c(-c3ccc(Br)cc3)c2c1N | 9% | ? | -1%
O=C(CCc1nc2cccnc2n1Cc1cccs1)Nc1cccc(C(F)(F)F)c1 | -6% | 0% | ?

Arranged by formula weight (highest first): some entries from above
SMILES | KB-3-1 cytotox | KB-V1 cytotox | ATXN2 expr inh
CC(C)(C)c1ccccc1NC(=O)CSc1nc(-c2cccs2)cc(C(F)(F)F)n1 | -13% | 4% | 10%
Cc1ccc(-c2cc(-c3ccc4c(c3)NC(=O)CO4)nc3c2COc2ccccc2-3)cc1 | 0% | -15% | 4%
CCOc1ccc(NC(=O)c2oc3ccccc3c2NC(=O)C(C)(C)C)cc1 | 8% | 14% | 11%

(continued)
SMILES | KB-3-1 cytotox | KB-V1 cytotox | ATXN2 expr inh
CC(C)c1nc2ccc(C(=O)NCCCN3CCN(c4ccccc4)CC3)cc2o1 | -26% | -9% | -21%
Cc1ccc2c(=O)c(C(=O)c3ccccc3)cn(CC(=O)Nc3ccccc3C)c2n1 | 5% | 29% | 15%
CC1CCCCN1Cc1c(O)ccc2c(=O)c(-c3ccccc3Cl)c(C(F)(F)F)oc12 (stereo not given) | 0% | ? | -6%
O=C(Nc1cccc(Cl)c1Cl)c1cc2nc(-c3ccc4c(c3)OCO4)cc(C(F)(F)F)n2n1 | ? | 12% | 7%
CSc1ccc(CNC(=O)CN2C(=O)C3CCCCN3c3ccc(C(=O)N4CCCC4)cc32)cc1 (stereo not given) | -2% | -9% | -5%
C=Cc1ccc(Cn2c(=O)n(-c3cccc(C)c3)c(=O)c3c2c2cc(C)ccc2n3C)cc1 | -1% | 5% | 18%
COc1ccc(NC(=O)c2c(NCc3ccc(N(C)C)cc3)sc3c2CCC3)cc1 | -12% | -8% | 0%
CCOC(=O)c1c(-c2ccc(C)cc2)csc1NC(=O)c1cc(=O)c2cc(Cl)ccc2o1 | -12% | 0% | 2%
CCCc1cnc2c(c1SCC(=O)NCc1ccc(C)cc1)c(=O)n(C)c(=O)n2C | 14% | 1% | -2%
CCOc1ccccc1NC(=O)C1CCN(S(=O)(=O)c2ccc3c(c2)CCCN3C(C)=O)CC1 | 8% | 0% | 9%
Cc1cc2c(cc1C)C(c1cccc(OC(C)C)c1)CC(=O)N2 (stereo not given) | 2% | 20% | -8%
COc1ccccc1N1CCN(C(=O)CCS(=O)(=O)c2cc(Br)cc3c2N(C(=O)C2CC2)CC3)CC1 | 0% | 0% | -15%
CC(C)OCCCn1c(=O)c2ccccc2n2c(-c3ccc(F)cc3)nnc12 | 12% | 0% | -4%
Cc1cc(C)cc(NS(=O)(=O)c2ccc3[nH]cc(C(=O)N4CCCC4)c(=O)c3c2)c1 | 1% | 0% | 14%
Cc1cccc(OCc2ccc(-c3nc(C#N)c(N4CCN(c5ccccc5)CC4)o3)o2)c1 | -5% | 1% | -3%
O=C(Nc1ccc(C(F)(F)F)cc1)c1cc(S(=O)(=O)NC2CCCCCC2)ccc1F | ? | 18µM* | 32µM*
O=C(NC(=O)c1cccc(F)c1)Nc1ccc(-c2cc(C(F)(F)F)nn2-c2ccccc2)cc1 | 4% | 7% | -13%
COCCn1c(=N)c(C(=O)NC2CCCC2)cc2c(=O)n3cc(C)ccc3nc21 | 4% | -4% | 1%
CCCCC12CN3CC(C)(CN(C1)C3c1c(C)[nH]c(=O)[nH]c1=O)C2=O (stereo not given) | 1% | -10% | 10%
CCOC(=O)c1ccc(NC(=O)CCn2cnnn2)cc1 | 8% | -4% | 11%
COc1ccccc1N1CCN(c2ccc(NC(=O)c3ccc(C)cc3)cc2C(=O)O)CC1 | 4% | 15% | 28%
CCCOc1ccc(-c2nc(N3CCC(C)CC3)c3ccccc3n2)cc1 | 1% | 27% | 1%
CCOC(=O)C1CCCN(C(=O)c2ccc(NC(=O)c3nsc4ccccc34)cc2)C1 (stereo not given) | 4% | 1% | 42%[activator]
COc1ccc(CNC(=O)c2cc3c(=O)n(Cc4ccc(OC)cc4)ccc3nc2C)cc1 | 2.6µM* | 3% | ?
COc1ccc(NC(=O)Cn2c(=O)cc(C)c3c(C)nn(C)c32)cc1 | -11% | -5% | -3%
CCN(CC)c1ccc(NC(=O)CCS(=O)(=O)c2ccc3c(c2)oc(=O)n3C)c(C)c1 | 23% | -8% | -5%
COc1cc2nc(NC(=O)c3ccc(S(=O)(=O)N4CCCC4)cc3)sc2cc1OC | -12% | 9% | -10%
CCc1ccc(C2CC(=O)c3c([nH]c(C(=O)OC4CCCCCC4)c3C)C2)cc1 (stereo not given) | ? | -1% | 12%
Cc1ccc(N2C(=O)CSC23C(=O)N(CC(=O)NCCc2ccccc2)c2ccccc23)cc1 (stereo not given) | -2% | 0% | 13%
N=c1c(C(=O)NCC2CCCO2)cc2c(=O)n3ccccc3nc2n1CCCO (stereo not given) | 10% | 35% | -16%

Four records drawn at random from the list so far, as already listed:
SMILES | KB-3-1 cytotox | KB-V1 cytotox | ATXN2 expr inh
Cc1ccc(N2C(=O)CSC23C(=O)N(CC(=O)NCCc2ccccc2)c2ccccc23)cc1 (stereo not given) | -2% | 0% | 13%
COc1ccccc1N1CCN(c2ccc(NC(=O)c3ccc(C)cc3)cc2C(=O)O)CC1 | 4% | 15% | 28%
COc1ccc(NC(=O)Cn2c(=O)cc(C)c3c(C)nn(C)c32)cc1 | -11% | -5% | -3%
CCCOc1ccc(-c2nc(N3CCC(C)CC3)c3ccccc3n2)cc1 | 1% | 27% | 1%

Carrying on:
SMILES | KB-3-1 cytotox | KB-V1 cytotox | ATXN2 expr inh
CC(NC(=O)C1=Cc2ccccc2OC1)c1ccccc1 (stereo not given) | -1% | 8% | -5%
COc1ccccc1CNC(=O)CCC1N=C2c3ccccc3N=C(SCc3ccc(C)cc3C)N2C1=O (stereo not given) | -1% | ? | ?
Cc1ccccc1OCC(=O)Nc1ccc(C(=O)OCc2cc(=O)n3ccsc3n2)cc1 | 4% | ? | 0%
COc1ccc(-c2nc(SCC(=O)Nc3ccc4c(c3)OCCO4)c(-c3ccc(F)cc3)[nH]2)cc1 | 13% | 4% | -10%
O=C(CSC1=Nc2ccccc2C2=NC(CCC(=O)NC3CCCCC3)C(=O)N12)Nc1cccc(Cl)c1 (stereo not given) | -12% | -2% | -2%
CCOc1ccc(NC(=O)CCn2cnc3onc(-c4ccc(F)cc4)c3c2=O)cc1 | 8% | -3% | -1%

Entries of single compounds, quoted from the list. Order of values: KB-3-1 cytotox, KB-V1 cytotox, ATXN2 expr inh
Cc1ccc(-c2cnc(C3CC3)o2)cc1S(=O)(=O)Nc1cccc(C#N)c1 in the list: 0%, ?, ?
COc1ccc(NC(=O)c2sc3nc4c(cc3c2N)CN(Cc2ccccc2)CC4)cc1 in the list: 4%, 27%, 15%
